# FLuc counter = qHTS profiling assay for firefly luciferase inhibitor/activator using purifed enzyme and Km concentrations of substrates (counterscreen for miR-21 project); 360,000 compounds, 6.9% hits; Potency, µM (top dose mostly 57.5 µM), for inactives: top-dose activity change, negative = inhibition, hits mostly inhibitors; purified FLuc, Km substrates, luminescence inhibition; AID 588342, 2011;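 further: plate controls were vehicle for no effect and reference inhibitor for full effect; nearly all actives have a fitted effect of over 55% in size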
# Target sequence (P08659 whole entry, looked up): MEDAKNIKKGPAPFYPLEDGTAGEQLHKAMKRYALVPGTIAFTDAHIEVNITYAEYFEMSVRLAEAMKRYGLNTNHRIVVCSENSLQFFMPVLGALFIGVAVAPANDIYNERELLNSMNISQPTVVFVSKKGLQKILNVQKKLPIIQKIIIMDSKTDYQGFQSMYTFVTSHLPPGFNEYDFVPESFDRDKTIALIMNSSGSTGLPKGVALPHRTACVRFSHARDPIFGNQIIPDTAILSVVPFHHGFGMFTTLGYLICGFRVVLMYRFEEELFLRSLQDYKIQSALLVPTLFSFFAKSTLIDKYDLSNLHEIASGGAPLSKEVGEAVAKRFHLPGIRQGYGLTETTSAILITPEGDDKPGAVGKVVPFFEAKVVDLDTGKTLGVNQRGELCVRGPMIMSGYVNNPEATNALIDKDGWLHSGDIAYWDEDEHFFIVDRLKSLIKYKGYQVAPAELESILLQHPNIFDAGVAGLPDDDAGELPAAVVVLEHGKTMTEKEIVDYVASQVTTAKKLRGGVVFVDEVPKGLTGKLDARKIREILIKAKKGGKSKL
#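 Purified P. pyralis luciferase (10nM final) with 10uM D-luciferin and 10uM ATP (Km levels) in 50mM Tris acetate pH 7.5, 10mM Mg acetate, 0.01% Tween-20, 0.05% BSA; qHTS 6-point titration, ~60 µM downward; luminescence read.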
# CXXC DNA block = qHTS Fluorescence Polarization Assay for Inhibitors of MLL CXXC domain - DNA interaction; MLL-CXXC / FITC-HOXA9 DNA fluorescence polarization; Potency, µM (doses to about 115 µM), without a hit: at the top dose activity change, negative = inhibition, hits mostly inhibitors; 290,000 compounds, 0.037% hits; AID 2662, 2010; active means well fitted inhibition curve with a large enough effect in the polarisation, with a control signal flat, not every such curve was filed as active; inconclusive means small, poorly fitted or top-dose-only effect, or effect the other way, or a change in a side signal; inactive means no such curve, though single readings can be large or run the other way; the % refers to the polarisation
#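 Purified MLL-CXXC (added from a 7 uM solution) was preincubated 5 min at ambient with pinned compounds in 50 mM Tris-HCl pH 7.5, 50 mM NaCl, 1 mM DTT, 0.05% BSA. Fluorescein-labeled HOX-A9 DNA (50 nM solution) followed, 30 min, then polarization read.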
# RORgamma inh = qHTS for inhibitors of ROR gamma transcriptional activity; Drosophila S2 Gal4-RORgamma UAS-luciferase reporter, 20 h; Nuclear receptor ROR-gamma (Mus musculus), P51450; Potency, µM (highest dose often 53.6 µM), inactives show at the highest dose activity change, negative = inhibition, most hits filed as inhibitors; 310,000 compounds, 5.4% hits; further: on the % scale 0 is the no-effect control and ±100 the full control effect; nearly all actives have a fitted effect of over 60% in size
# Target sequence (P51450 whole entry, looked up, the tested form may be a part): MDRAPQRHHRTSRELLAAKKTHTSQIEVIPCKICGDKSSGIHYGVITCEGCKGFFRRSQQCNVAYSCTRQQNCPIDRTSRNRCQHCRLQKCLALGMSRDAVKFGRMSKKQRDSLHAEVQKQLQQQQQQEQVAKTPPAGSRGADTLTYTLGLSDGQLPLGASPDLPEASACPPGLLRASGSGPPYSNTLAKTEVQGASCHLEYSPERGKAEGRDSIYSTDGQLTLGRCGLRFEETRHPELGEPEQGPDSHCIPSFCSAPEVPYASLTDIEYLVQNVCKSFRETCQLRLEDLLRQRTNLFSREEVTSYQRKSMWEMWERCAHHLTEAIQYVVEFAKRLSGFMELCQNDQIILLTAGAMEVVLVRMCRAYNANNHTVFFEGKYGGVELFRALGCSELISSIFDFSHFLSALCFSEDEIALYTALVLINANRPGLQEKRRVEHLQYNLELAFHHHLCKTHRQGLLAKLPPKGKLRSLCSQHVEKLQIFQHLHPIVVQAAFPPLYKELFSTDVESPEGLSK
#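 Compounds are pin-transferred onto Drosophila Schneider cells expressing a copper-inducible Gal4–ROR gamma transactivation domain fusion. After 1 hr, copper sulfate is added to 700 uM final; luciferase is read 20 hr later.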
# MBNL1-CUG inh = qHTS Assay for Inhibitors of MBNL1-poly(CUG) RNA binding; TR-FRET MBNL1-His/biotin-(CUG)12 binding, 665/545 ratio; Potency, µM (top dose mostly 57.5 µM), for the others: at the highest dose activity change, negative = inhibition, actives largely listed as inhibitors; 280,000 compounds, 0.036% hits; active means well fitted inhibition curve with a large enough effect in the signal ratio, with a control signal flat, not every such curve was filed as active; inconclusive means small, poorly fitted or top-dose-only effect, or effect the other way, or a change in a side signal; inactive means no such curve, though single readings can be large or run the other way; the % refers to the signal ratio; further: on the % scale 0 is the no-effect control and ±100 the full control effect
#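 Inhibition of protein-RNA binding appears as loss of TR-FRET between terbium anti-His antibody on MBNL1-His and streptavidin-XL665 on biotin-(CUG)12. Activity is normalized to buffer-only and uninhibited-complex controls.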
# uPA generation = qHTS for Inhibitors of Cell Surface uPA Generation. cell surface uPA generation assay, qHTS. Potency, µM (titrated, usually from 38.3 µM), for inactives: at the highest dose activity change, negative = inhibition, hits mostly inhibitors. 330,000 compounds, 0.31% hits. AID 540303, 2011; active means well fitted inhibition curve with a large enough effect; inconclusive means small, poorly fitted or top-dose-only effect; inactive means no such curve, though single readings can be large or run the other way; tested in mouse RAW 264.7 cells; further: on the % scale 0 is the no-effect control and ±100 the full control effect; nearly all actives have a fitted effect of over 55% in size
# p53 reactivation = qHTS assay for re-activators of p53 using a Luc reporter. 320,000 compounds, 0.063% hits. H1299 p53-A138V BP100-luciferase reporter, luminescence, 24 h. Potency, µM (highest dose often 92.2 µM), for the others: top-dose activity change, positive = activation, usual class: activators; further: % of control where 0% means no effect; nearly all actives have a fitted effect of over 45% in size
#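 H1299 (p53-null), stable ts p53-A138V + BP100-Luc; 1000 cells/well, Opti-MEM/10% FBS; cpd 4 pt, 1:5; 24 h, 37 deg C, 5% CO2; detection reagent 10 min RT; luminescence.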
# NPC1 prom act = qHTS Assay for NPC1 Promoter Activators | Potency, µM (top dose mostly 9.22 µM), without a hit: at the highest dose activation, usual class: activators | Huh7 NPC1 promoter luciferase reporter, 24 h | 320,000 compounds, 2.4% hits;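 further: % of control where 0% means no effect; nearly all actives have a fitted effect of over 60% in size; reporter is driven by a mutant NPC1 promoter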
#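 Readout is luciferase luminescence, reflecting NPC1 promoter activation in stably transfected Huh7 cells after 24 h compound exposure at 37 °C in reduced-serum medium with 10% FBS.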
# BRCA1 expr act = qHTS Assay to Identify Small Molecule Activators of BRCA1 Expression; Potency, µM (titrated, usually from 46.1 µM), without a hit: top-dose activation, hits mostly activators; AID 624202, 2012; 380,000 compounds, 1.1% hits; MCF7-BRCA1-FFLuc reporter, luminescence, 48 h; response scale: scaled: vehicle 0%, 10 µM genistein 100%; further: nearly all actives have a fitted effect of over 80% in size; some results filed as inactive show a strong effect at the top dose
#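 MCF7-BRCA1-FFLuc cells, 2000/well in phenol-red-free MEM, attached 2 h then treated 48 h at 37 C. Luciferase luminescence read 15 min after reagent; normalized to genistein maximum activation (10microM) and DMSO, concentration-response fitted.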
# ELG1 genotoxic = qHTS screen for small molecules that induce genotoxicity in human embryonic kidney (HEK293T) cells expressing luciferase-tagged ELG1. 330,000 compounds, 1.3% hits. AID 504466, 2011. HEK293T ELG1-luciferase reporter, luminescence, 16 h. Potency, µM (series often up to 46 µM), without a hit: at the highest dose activity change, positive = activation, most hits filed as activators; further: % of control where 0% means no effect; nearly all actives have a fitted effect of over 60% in size
#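 HEK293T cells expressing luciferase-tagged ELG1 were exposed to compound or DMSO vehicle for 16 hr at 37 °C and 5% CO2. Luciferase activity was then measured with ONE-Glo after 30 min at room temperature.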
# Gal4-VP16 FLuc = VP16 counterscreen qHTS for inhibitors of ROR gamma transcriptional activity; Drosophila S2 Gal4-VP16 UAS-luciferase, luminescence, 20 h; Potency, µM (highest dose often 53.6 µM), without a hit: at the top dose activity, negative = inhibition, actives largely listed as inhibitors; 310,000 compounds, 3.5% hits; AID 2546, 2010;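 further: Gal4-VP16 expression switched on by copper sulfate through the metallothionein promoter; on the % scale 0 is the no-effect control and ±100 the full control effect; nearly all actives have a fitted effect of over 50% in size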
# Rab9 prom act = qHTS Assay for Rab9 Promoter Activators; Potency, µM (doses to about 9.22 µM), for the others: top-dose activation, negative = inhibition, usual class: activators; 320,000 compounds, 2.8% hits; Huh7 Rab9 promoter-luciferase reporter, luminescence, 24 h; further: % of control where 0% means no effect; nearly all actives have a fitted effect of over 60% in size
#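 Huh7 cells stably carrying Rab9 promoter–luciferase reporter, plated 1500 cells/well, compound added after 2 h and incubated 24 h at 37 °C; luciferase luminescence then read after 10 min with detection reagent.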
# Active calls of the source: *; ? = inconclusive; . = no result given; & = joins results of further samples; [ ] = another dose, or the depositor's remark. Unless noted, the call rests on the fitted dose curve; in most records, active means well fitted curve in the direction sought with a large enough effect; inconclusive means small, poorly fitted or top-dose-only effect, or another doubt; inactive means no such curve, though single readings can be large; an effect the other way counts as inactive or inconclusive. Potency means the concentration at half of the fitted maximal effect. Some of the compounds tested. The share of hits here may be higher or lower than overall.
structure,FLuc counter,CXXC DNA block,RORgamma inh,MBNL1-CUG inh,uPA generation,p53 reactivation,NPC1 prom act,BRCA1 expr act,ELG1 genotoxic,Gal4-VP16 FLuc,Rab9 prom act
CCC(=O)N(Cc1ccc2c(c1)OCO2)Cc1cc2cc(OC)ccc2[nH]c1=O,2.3%,3.2%,40.4%,-25.1%,-3.7%,0.9%,-2.2%,-5.1%,-10.0%,?,-1.2%
COCCn1c(COc2ccccc2)nnc1SCC(N)=O,-1.0%,-2.6%,-0.5%,-1.6%,.,2.6%,1.2%,1.8%,1.4%,-0.5%,-1.3%
CC(OC(=O)Cn1[nH]c(=O)c2ccccc2c1=O)C(=O)NC1(C#N)CCCCC1 (configuration not stated),-0.3%,.,.,.,2.5%,-6.9%,-0.5%,5.1%,-10.4%,.,-2.8%
Cc1c(C(=O)NNC(=O)c2csc(N3CCOCC3)n2)cccc1[N+](=O)[O-],0.0%,.,.,.,-8.8%,-2.9%,1.9%,-3.9%,1.1%,.,-1.0%
COCCOC(=O)c1c(C)oc2ccc(NS(=O)(=O)c3cccs3)cc12,-2.3%,-1.7%,32.4%,-0.2%,-1.2%,-2.5%,-3.6%,-5.5%,-0.3%,0.3%,-3.2%
C=C(C)C1CCC2(C(=O)O)CCC3(C)C(CCC4C5(C)C(C=O)C(O)C(C)(C)C5CCC43C)C12 (configuration not stated),-7.8%,29.4%,?,-1.2%,-13.8%,0.0%,-4.2%,-14.9%,-11.2%,?,-1.4%
COc1ccc(S(=O)(=O)NCCc2c[nH]c3ccccc23)cc1OC,-0.1%,0.6%,15.4%,6.3%,-0.3%,-1.6%,0.5%,-1.1%,-3.6%,1.0%,0.1%
CC(C)[C@H](NC(=O)[C@@H]1CSC2c3ccccc3C(=O)N21)C(=O)NCC1CCCO1 (some centres not stated),1.2%,10.9%,7.7%,-2.0%,6.2%,-0.4%,-4.2%,-21.6%,0.2%,-2.0%,4.2%
CCC(CC)N1CCN(CC2CC=CCC2)CC1 (configuration not stated),-1.2%,1.8%,3.2%,-4.0%,-14.7%,6.2%,-6.8%,1.6%,-5.0%,-3.4%,-0.9%
COc1ccccc1Cn1c(C(C)C)nc2ccccc21,1.8%,3.4%,7.94µM*,-1.7%,9.2%,-5.1%,-2.6%,-8.7%,-11.1%,-14.8%,-7.7%
C/C(=N/NS(=O)(=O)c1ccc(C)cc1)[C@H]1C[C@@H]1c1ccccc1,3.6%,3.6%,3.5%,-6.7%,-2.3%,-1.6%,-1.5%,0.0%,1.0%,-0.5%,-0.3%
Cc1nn(Cc2ccccc2)c(Cl)c1/C=C/C(=O)OCC(=O)N1CCCC1=O,-15.7%,-11.3%,36.8%,5.0%,-2.0%,0.1%,-1.0%,-5.3%,-1.9%,19.9%,-37.6%[inhibitor]
COCCn1nnnc1SCC(=O)c1ccccc1,-5.3%,4.4%,18.3%,0.9%,-3.0%,9.1%,-3.0%,32.6%,?,21.0%,5.4%
O=S(=O)(Nc1ccc(O)cc1)c1cccc2cccnc12,-1.5%,8.6%,20.6%,3.0%,-13.8%,3.8%,6.2%,-2.6%,-0.7%,7.1%,-0.9%
CCN(CC)C(=O)c1cc(-c2ccc3c(c2)OCO3)on1,9.53µM*,-4.5%,-31.8%,0.7%,-4.5%,?,3.98µM*,?,?,-24.6%,3.55µM*
Cc1ccc(S(=O)(=O)N(C)c2ccccc2C(=O)NC2CCCC2)cc1,-1.5%,16.7%,11.6%,-12.3%,0.3%,-4.3%,-2.0%,-20.8%,0.2%,-6.9%,2.3%
CCOC(=O)C1NN=C(C(=O)c2ccc(C)cc2)C1c1ccc(C)cc1 (configuration not stated),-10.6%,-1.8%,22.7%,-1.7%,1.3%,-12.1%,1.5%,21.3%,1.0%,-14.7%,2.7%
Cc1nc2cc(NC(=O)N3c4ccccc4CC3C)ccc2o1 (configuration not stated),6.01µM*,2.4%,22.7%,-2.4%,-7.2%,?,0.794µM*,-7.7%,3.26µM*,5.2%,0.891µM*
Cc1cc(NC(=O)CSc2nnc(Cc3cccn3C)n2CCc2ccccc2)no1,3.7%,2.0%,19.2%,-1.6%,8.3%,-3.0%,1.1%,-7.1%,-3.9%,2.9%,-3.9%
CCOC(=O)c1c(S(=O)(=O)NC2CCN(C(=O)OCC)CC2)c(C)n(C)c1C,-1.3%,8.5%,-1.0%,-1.5%,-2.3%,-4.4%,0.8%,0.5%,5.6%,4.5%,3.4%
Fc1ccc(Nc2ncnc3sccc23)cc1,?,5.5%,41.1%,-1.8%,2.5%,12.5%,0.3%,38.6%,-1.6%,0.0%,12.3%
CSc1ccc(CNc2nc3ccccc3n3cnnc23)cc1,2.7%,12.3%,7.0%,6.6%,-4.8%,-0.3%,-0.2%,-4.9%,13.1%,10.9%,2.0%
CCOC(=O)c1ccc(N(C(=O)CNC(=O)c2ccco2)C(C(=O)NCC2CCCO2)c2ccc(OC)c(OC)c2)cc1 (configuration not stated),0.3%,?,24.4%,-3.7%,0.6%,-7.4%,-1.5%,0.4%,5.4%,6.0%,-3.9%
COc1cnn(-c2cccc(C)c2)c(=O)c1Cl,1.3%,0.4%,6.1%,16.0%,23.7%,.,7.9%,14.6%,8.4%,18.4%,0.1%
COC(=O)c1ccc(CN2C(=O)NC3(CCCCC3C)C2=O)o1 (configuration not stated),1.4%,2.8%,-15.2%,-3.0%,2.6%,-0.1%,0.3%,1.9%,-0.4%,3.7%,-4.5%
CSCCC(NC(=O)c1ccccc1Cl)C(=O)N1CCCCC1 (configuration not stated),-13.2%,.,.,.,?,1.2%,2.0%,0.9%,0.1%,.,0.0%
Cn1nc(C(F)(F)F)c(-c2ccc(Br)cc2)c1NC(=O)c1nccnc1C(=O)O,5.6%,8.5%,8.2%,-13.1%,0.2%,-1.1%,-0.5%,28.2%,1.0%,5.5%,0.6%
Fc1ccc(-c2csc(-c3cccnc3)n2)cc1F,?,4.3%,11.4%,3.9%,3.4%,?,?,30.5%,11.5%,22.5%,?
CCc1nnc(SCC(=O)Nc2ccccc2)n1CC1CCCO1 (configuration not stated),0.0%,0.3%,2.4%,0.1%,3.7%,2.8%,-4.0%,-17.4%,-1.2%,-2.7%,-4.8%
CC1=C(C(=O)Nc2ccccc2C(=O)NCCCN2CCN(C)CC2)SCCO1,1.2%,5.8%,0.1%,-0.7%,-5.5%,15.8%,-2.9%,32.9%,1.3%,-10.4%,-5.6%
CCOC(=O)c1nn(-c2ccccc2)c(=O)cc1OCC(=O)Nc1ccccc1OCC,-0.6%,.,.,.,2.5%,4.5%,-0.6%,-6.9%,0.0%,.,0.2%
Cn1c(=O)n(C)c2cc(NS(=O)(=O)c3ccc4c(c3)CCCC4)ccc21,3.8%,5.7%,?,1.9%,.,-16.4%,-2.6%,-91.6%[inhibitor],?,?,-14.7%
CC1CCCN(CCCNS(=O)(=O)c2ccc3c(c2)CCN3C(=O)C2CC2)C1 (configuration not stated),2.7%,-1.8%,-11.2%,-5.5%,-6.5%,?,1.9%,-16.8%,0.4%,-1.3%,-1.8%
Cc1ccc(-n2c(=O)c3c4c(sc3n(Cc3cc(=O)n5ccccc5n3)c2=O)CCC4)cc1C,-2.4%&2.5%,7.5%,19.3%[10 µM],.,-0.1%,-2.3%,-5.4%,-5.3%,0.3%,1.2%,-11.9%
COc1ccc(Cl)cc1NC(=O)CCN1C(=O)C2C3C=CC(C4CC34)C2C1=O (configuration not stated),4.6%,-0.7%,21.5%,-1.3%,-5.1%,-2.8%,-1.9%,-9.6%,-1.7%,2.4%,4.0%
COc1cc(C(=O)NC(=S)NNC(=O)[C@H]2C[C@@H]2c2ccccc2)cc(OC)c1OC,-2.1%,12.6%,11.2µM*,2.7%,5.8%,2.0%,0.3%,-7.3%,-3.5%,-13.7%,-9.6%

# Source: PubChem BioAssay
